# Screens from PubChem.
# Dyrk1A ADPGlo – inhibitors of rat Dyrk1A kinase. ADP-Glo luminescence, NFATc1 peptide. Q63470. AID 504441. 310,000 compounds, 0.43% hits. inhibition, % at 12.5 µM; in the data active = inhibition above about 50%;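 also: plate controls were vehicle with enzyme for no effect and no enzyme for full effect; many of its hits are not listed in these tables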
# KCNK3 inh – human KCNK3 channel inhibition, primary screen; CHO-KCNK3 thallium flux, FluxOR fluorescence; hits give low values; B-score at 10 µM; 340,000 compounds, 0.84% hits; AID 602410;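 active = B-score under library mean minus 4 SD, starting fluorescence ratio at most library mean plus 5 SD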;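 also: more negative B-score means stronger inhibition of thallium flux through KCNK3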
# Target sequence (O14649 whole entry, looked up): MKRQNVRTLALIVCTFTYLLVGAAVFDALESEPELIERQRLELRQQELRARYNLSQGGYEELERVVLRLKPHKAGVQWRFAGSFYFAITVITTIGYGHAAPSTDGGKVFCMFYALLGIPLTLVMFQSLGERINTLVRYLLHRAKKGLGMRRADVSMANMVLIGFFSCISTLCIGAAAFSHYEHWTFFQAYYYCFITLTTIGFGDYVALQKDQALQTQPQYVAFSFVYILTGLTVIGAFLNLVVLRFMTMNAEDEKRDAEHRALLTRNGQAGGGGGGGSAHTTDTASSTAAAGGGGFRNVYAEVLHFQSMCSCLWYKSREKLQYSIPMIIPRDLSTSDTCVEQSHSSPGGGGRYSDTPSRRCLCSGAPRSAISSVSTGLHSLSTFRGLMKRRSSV
# PolyA inhibitor – yeast polyadenylation inhibition; S. cerevisiae SKY197-pL101 polyadenylation reporter, beta-gal luminescence; efflux-impaired pdr1/pdr3 knockout yeast; score 100 = 6 SD above DMSO; calls only at 12 µM; 300,000 compounds, 0.02% hits; AID 1875;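 active = lowest replicate activity score at least 50, where 100 means six control SD above control mean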;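 also: yeast exposed to compound for 9 h at 30 °C; higher score means more reporter readthrough which indicates perturbed polyadenylation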
# KCNK9 block – blocks the human KCNK9 two-pore domain potassium channel. Q9NPC2. HEK293 KCNK9, FluxOR thallium flux fluorescence; hits give low values. B-score at 10 µM. 310,000 compounds, 1.2% hits. AID 488922;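 active = ratio B-score over 3 SD below the library mean, with starting fluorescence within 5 SD of its mean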;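 also: negative B-score means less thallium flux so channel inhibition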
# Target sequence (Q9NPC2 whole entry, looked up, the tested form may be a part): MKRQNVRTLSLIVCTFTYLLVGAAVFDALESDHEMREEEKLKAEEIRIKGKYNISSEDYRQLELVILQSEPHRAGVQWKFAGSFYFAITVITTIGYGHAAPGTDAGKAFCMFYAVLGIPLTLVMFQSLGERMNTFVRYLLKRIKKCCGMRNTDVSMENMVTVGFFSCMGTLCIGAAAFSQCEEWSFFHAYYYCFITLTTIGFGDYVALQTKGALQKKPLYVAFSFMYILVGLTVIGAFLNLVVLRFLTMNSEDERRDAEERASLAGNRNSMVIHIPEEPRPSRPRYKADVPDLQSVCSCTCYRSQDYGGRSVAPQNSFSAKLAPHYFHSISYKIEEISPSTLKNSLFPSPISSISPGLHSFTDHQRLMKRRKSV
# GSK3B inh – blocks human GSK3beta kinase activity; AID 2097; 300,000 compounds, 0.038% hits; activity score (negative = inhibition), % at 10 µM; P49841; GST-GSK3beta kinase, ADP-Glo luminescence, 60 min; hits give low values;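 active = more than half of replicate wells score below -50%, meaning over 50% inhibition versus plate controls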;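 also: 0% = median DMSO wells and -100% = median GW8510 positive control wells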
#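 Test system – GST-tagged human GSK3beta kinase, cell-free · Incubation – 60 min enzyme reaction, room temperature · Signal – ADP-Glo luminescence · Also added – peptide substrate and ATP at 25 µM · Controls – DMSO neutral wells and GW8510 at 20 µM as positive · Buffer or medium – Tris/MgCl2 kinase buffer · Measure – Luminescence-derived activity versus plate DMSO and GW8510 wells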
# GSK3A inh – blocks human GSK-3 alpha kinase. ADP-Glo luminescence, 60 min. 320,000 compounds, 0.1% hits. AID 2650. inhibition, % at 10 µM. P49840;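 in the data active = inhibition above about 50%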;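 also: GST-tagged GSK-3 alpha with peptide substrate and 25 µM ATP; 0% = DMSO neutral wells and 100% = GW8510 positive control wells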
# KCNQ1 inh – blocks the human KCNQ1 potassium channel; P51787; CHO-K1 KCNQ1, FluxOR thallium flux fluorescence; hits give high values; B-score at 10 µM; 310,000 compounds, 1.3% hits; AID 2642;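 active = compounds whose thallium flux B-score, printed positive for inhibition, exceeds three library SD while starting fluorescence stays within three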;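 also: channel opened by potassium depolarization with thallium stimulus after 20 min compound exposure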
# KCNQ1 act – human KCNQ1 channel potentiation or activation; CHO-K1 KCNQ1, thallium flux FluxOR fluorescence; hits give high values; AID 2648; 310,000 compounds, 0.35% hits; B-score at 10 µM;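 active = fluorescence ratio B-score, a plate-corrected score, at least three library SD, with initial intensity B-score within 5 SD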
#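 System: Stable KCNQ1 CHO-K1 line | Incubation: 90 min dye loading and 20 min compound exposure, both at room temperature | Measure: Ratio B score | Medium: Assay buffer for compound exposure, DMSO matched across wells | Compound dosing: Single-concentration screen | Probe or stimulus: K+/Tl+ depolarizing stimulus | Measured by: Kinetic FluxOR fluorescence, 10 s baseline plus 110 s post-stimulus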
# RGS4 inh – human RGS4 inhibition; HEK293 M3R/RGS4 inducible, Fluo-4 calcium flux; hits give high values; triggered by carbachol at its EC20; B-score at 10 µM; 310,000 compounds, 0.45% hits; AID 463165;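 active = B-score, a plate-corrected calcium signal, over three deviations above library mean, with baseline fluorescence within five deviations of library mean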;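 also: RGS4 expression induced by doxycycline in cells with stable M3 receptor; B-score is computed from the integrated fluorescence ratio over baseline after carbachol; higher B-score means a larger calcium signal and so more RGS4 inhibition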
# Target sequence (P49798 whole entry, looked up): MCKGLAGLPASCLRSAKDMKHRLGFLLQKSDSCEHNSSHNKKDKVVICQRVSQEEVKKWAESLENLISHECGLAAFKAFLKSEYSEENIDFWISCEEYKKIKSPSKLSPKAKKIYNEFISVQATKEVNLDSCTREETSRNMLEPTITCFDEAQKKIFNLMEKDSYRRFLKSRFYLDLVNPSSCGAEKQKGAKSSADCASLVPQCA
# hERG protect – hERG (human) protection from proarrhythmic block | Q12809 | CHO-hERG, FluxOR thallium flux, dofetilide IC70 present | activation (rescue from dofetilide block), less the hit threshold, % at 10 µM | 310,000 compounds, 0.51% hits | AID 1511;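 active = activation above the mean of controls blocked by dofetilide plus 5 SD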;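 also: thallium influx through hERG after potassium depolarization seen as dye fluorescence rise; in these data hits start at about 4.7%; inactives centre near -7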
# RGS4 act – RGS4 potentiation or activation; HEK293 M3R/inducible RGS4, carbachol calcium flux Fluo4; hits give low values; B-score at 10 µM; 310,000 compounds, 0.92% hits;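 active = B-score of the integrated calcium signal more than 4 SD below the library mean, with starting fluorescence not abnormally high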;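 also: negative B-score means reduced calcium response which marks RGS4 activation or potentiation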
#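 Reagent: ECmax carbachol challenge; Test system: M3R-expressing HEK293 line, RGS4 induced by doxycycline; Schedule: overnight RGS4 induction, 30 min dye load 37 °C, 20 min compound RT; Detection: calcium dye Fluo4 fluorescence; Read-out: Agonist-evoked peak-minus-minimum fluorescence over baseline, integrated ratio, B score.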
# * = called active by the depositor; i = inactive; / = not tested or not shown. The list is partial. The share of hits here may be higher or lower than overall.
SMILES,Dyrk1A ADPGlo,KCNK3 inh,PolyA inhibitor,KCNK9 block,GSK3B inh,GSK3A inh,KCNQ1 inh,KCNQ1 act,RGS4 inh,hERG protect,RGS4 act
CSc1nnc2c3ccccc3n(Cc3ccccc3)c2n1,2,i,i,i,-1,-1,i,i,i,-6,i
Cc1ccc(C)n1CCN1CCN(CC(=O)Nc2ccc(S(N)(=O)=O)cc2)CC1,4,i,i,i,-4,0,i,i,i,1,i
CCCC(=O)Nc1ccc(Cl)c(NC(=O)c2ccc([N+](=O)[O-])cc2Cl)c1,0,i,i,i,-3,0,i,i,i,-9,i
CCCC(=O)Nc1ccc(Cl)c(NC(=O)c2cccnc2)c1,3,i,i,i,-1,-2,i,i,i,1,i
Cc1cc2ccc(C)c(C)c2nc1SCC(=O)c1cccs1,-6,i,i,i,1,2,i,i,i,-9,i
CCOC(=O)c1cnc(SCC(=O)OCC(=O)NC2CCS(=O)(=O)C2)nc1N (stereo not drawn),2,i,i,i,1,-5,i,i,i,-8,i
O=C(CCN1C(=O)/C(=C\c2cccc(Br)c2)SC1=S)N1CCOCC1,3,i,i,i,-1,-5,i,i,i,-2,i
COc1ccc(C2=NS(=O)(=O)N(C)C(C(=O)NCc3ccc(F)cc3)=C2)cc1OC,2,i,i,i,0,0,i,i,i,-5,i
CCCCOC(=O)c1ccc(N/C(=N\S(=O)(=O)c2ccccc2)c2ccccc2)cc1,2,i,i,-12*,0,26,i,i,i,-8,i
COc1cc(C)ccc1OCCOCCOc1c(C)cc(C)cc1Br,-8,i,i,i,2,-4,i,i,i,-11,i
CN(C)Cc1cnc2ccc(Cl)cn12,-6,i,i,i,0,/,i,i,i,-10,i
O=c1[nH]c2ccc(NC(=S)NCCc3ccccc3)cc2[nH]1,6,i,i,i,-1,4,i,i,i,-10,i
O=C(N/N=C/c1ccccc1C(=O)O)c1cc(-c2ccc3c4c(cccc24)CC3)n[nH]1,10,i,i,i,2,2,i,i,i,-9,i
COc1cc(OC)cc(-c2nc(-c3ccccc3)no2)c1,/,i,i,i,1,-2,i,i,i,-9,i
COc1cc(/C=C/C(=O)N[C@@H](Cc2c[nH]c3ccccc23)C(=O)O)ccc1O,2,i,i,i,0,1,i,i,i,3,i
Cc1ccc(-c2noc(CN(C)C(=O)c3ccc(Br)o3)n2)cc1,12,i,i,i,1,-1,i,i,i,-13,i
Cc1[nH]nc(-c2ccc(O)cc2O)c1-c1ccc(Cl)cc1,18,i,i,i,-2,5,i,i,28*,-20,i
Cc1cc(C)c(S(=O)(=O)NC2CC(C)(C)NC(C)(C)C2)cc1C,10,i,i,i,/,0,i,i,i,-3,i
CCc1cc2c(=O)c(-c3nc4ccccc4n3C)c(COCC(=O)O)oc2cc1O,-4,i,i,i,-2,-4,i,i,i,0,i
COc1ccc(-c2nc(CN3CCN(Cc4cccc(F)c4)CC3)c(C)o2)cc1,1,i,i,i,1,-2,i,i,i,0,i
CC(C)[C@H](NC(=O)Cc1ccccc1)C(=O)OCc1cc(=O)n2c(n1)sc1ccccc12,-2,i,i,i,-1,-4,i,i,i,-8,i
Cc1cc(NC(=O)CSc2nnnn2-c2ccccc2F)no1,4,i,i,i,1,1,i,i,i,-6,i
CCN1CCCc2cc(CN(CCN3CCOCC3)C(=S)Nc3ccccc3C)ccc21,-8,i,i,i,-8,4,i,i,i,-10,i
CCOC(=O)C1CCN(C(=O)CCc2nnc3ccc(NCc4ccco4)nn23)CC1,-4,i,i,i,-1,-5,i,i,i,-13,i
CC(Sc1ccc(Cl)cc1)C(=O)NCC1CCCO1 (stereo not drawn),3,i,i,i,2,0,i,i,i,-9,i
NC(N)=N/N=C/c1ccc(Cl)c(Cl)c1,/,i,i,i,-1,8,i,i,i,-4,i
CCOC(=O)C1=C(CC)Nc2ccccc2N=C1NC(=O)c1cc(S(=O)(=O)N(C)C)ccc1Cl,-7,i,i,i,2,3,i,i,i,0,i
CC(C)(C)NC(=O)c1ccc(Sc2ccccc2)c([N+](=O)[O-])c1,2,-9*,i,i,1,-4,i,i,i,-9,i
Cc1cc(N2CC(=O)N(CCc3ccccc3)C(=O)C2)n2ncnc2n1,-1,i,i,i,-4,-2,i,i,i,-14,i
COc1ccc(/C=C/C(=O)NCCN2CCOCC2)cc1OC,6,i,i,i,-1,-1,i,i,i,0,i
COc1ccc(C(=O)Nc2ccccc2C(=O)NCC2CCCO2)cc1 (stereo not drawn),-1,i,i,i,1,3,i,i,i,0,i
NC(=O)NC(=O)CSc1nnc(-c2ccco2)n1Cc1ccccc1,-4,i,i,i,3,0,i,i,i,-1,i
C/C(=N\NC(=O)CSc1nc2nc(C)cc(C)n2n1)c1ccccc1,-4,i,i,i,1,7,i,i,i,-6,i
Cc1cccc(OCCCC(=O)Nc2ccc(N3CCOCC3)cc2)c1,-7,i,i,i,1,-1,i,i,i,-7,i
CN(CC(=O)Nc1ccc(S(=O)(=O)N2CCCC2)cc1)Cc1ccc(Cl)c(Cl)c1,-6,i,i,i,-1,0,i,i,i,-10,i
Cc1cc(NC(=O)COC(=O)c2ccc(F)c(S(=O)(=O)N3CCOCC3)c2)no1,2,i,i,i,0,-1,i,i,i,-3,i
Cc1cc(C(=O)NC2CCCc3ccccc32)c(C)o1 (stereo not drawn),/,i,i,i,-18,0,i,i,i,-8,i
OC(COc1ccccc1)CN1C2=NCCCN2c2ccccc21 (stereo not drawn),/,i,i,i,2,-3,i,i,i,-7,i
CCOC(=O)CN(C)C(=O)CCc1nnc(-c2ccsc2)o1,14,i,i,i,0,0,i,i,i,-7,i
O=C(Nc1nnc(S(=O)(=O)N2CCOCC2)s1)c1ccccc1,-6,i,i,i,-2,0,i,i,i,-10,i
Cc1c(C(=O)N/N=C/c2cccnc2)sc(N)c1C#N,-4,i,i,i,1,14,i,i,i,-2,i
CC(C)OC(=O)c1c(NC(=O)c2cnn3c2NC(c2ccccc2)CC3C(F)F)sc2c1CCCC2 (stereo not drawn),/,/,i,i,0,/,i,i,i,-5,i
CC(C)(C)c1ccc(S(=O)(=O)Nc2ccc(Cc3ccncc3)cc2)cc1,-5,i,i,i,-2,-4,i,i,i,-6,i
CCc1ccc(CN(C)C(=O)C2CCC(=O)N(CC3CCCCC3)C2)cc1 (stereo not drawn),-2,i,i,i,1,-2,i,i,i,-7,i
O=C1N(Cc2cccc(Cl)c2)C[C@@H]2C[C@@H](c3ccc4nonc4c3)N3CCC[C@@]123,3,i,i,i,3,0,i,i,i,-9,i
Nc1ccc(OC(=O)Nc2ccc(O)cc2)cc1,1,i,i,i,-2,0,i,i,i,0,i
CCOC(=O)C1CCN(CCC(=O)Nc2ccccc2Cl)CC1,-12,i,i,i,0,-3,i,i,i,-8,i
COCCCNC(=S)Nc1ccc(CC(=O)O)cc1,-3,i,i,i,1,-4,i,i,i,-8,i
COc1ccc(C(=O)OCCCOC(=O)c2ccc(OC)cc2OC)c(OC)c1,2,i,i,i,-2,-5,i,i,i,-9,i
NC(=O)c1cc2ccccc2o/c1=N/NC(=O)c1cccc(F)c1,0,i,i,i,-3,-4,i,i,i,-4,i
Cc1c(Nc2nc(-c3ccccc3)cs2)c(=O)n(-c2ccccc2)n1C,3,i,i,i,-3,-2,i,i,i,-4,i
O=C(NCc1cccs1)C(=O)NCC(c1ccco1)N1CCN(c2ccc(F)cc2)CC1 (stereo not drawn),5,i,/,i,-1,-4,i,i,i,-4,i
COc1cc(OC)c(S(=O)(=O)Nc2ccc(C(=O)N3CCCC3)cc2)cc1NC(C)=O,-5,i,i,i,3,2,i,i,i,0,i
CC(=O)Nc1cc(C(=O)OCC(=O)c2ccccc2)ccc1C,0,i,i,i,2,-3,i,i,i,-9,i
Cc1cccc(NC(=O)C2CCN(C(=O)c3ccco3)CC2)c1C,-2,i,i,i,3,-1,i,i,i,-6,i
COc1ccccc1-c1c(-c2ccc(OCC(=O)NN)cc2O)n[nH]c1C(F)(F)F,-6,i,i,i,1,-3,i,i,i,-4,i
O=C(NN1CCN(Cc2ccccc2)CC1)c1ccc(N2CCOCC2)c([N+](=O)[O-])c1,-3,i,i,i,2,1,i,i,i,-8,i
COCCCNC(=O)Cc1c(C)c2c(cc(C)c3c(C)c(C)oc32)oc1=O,8,i,i,i,1,/,i,i,i,-9,i
Clc1cc(Br)ccc1OCCOCCN1CCCC1,/,i,i,i,-4,0,i,i,i,-8,i
Cc1ccc(C(=O)N2CC=C(c3ccccc3)CC2)s1,-3,i,i,i,3,0,i,i,i,-11,i
# The list goes on:
SMILES,Dyrk1A ADPGlo,KCNK3 inh,PolyA inhibitor,KCNK9 block,GSK3B inh,GSK3A inh,KCNQ1 inh,KCNQ1 act,RGS4 inh,hERG protect,RGS4 act
Cc1ccc(C(=O)CC(=O)c2ccccc2C)c(O)c1,1,i,i,i,2,-1,i,i,i,2,i
O=C(NCc1ccccc1)c1cccc(Br)n1,24,i,i,i,5,-1,i,i,i,-8,i
Cc1c(C)c2ccc(OCC(=O)Nc3ccccn3)cc2oc1=O,-4,i,i,i,3,0,i,i,i,-13,i
CCOC(=O)c1[nH]c2ccccc2c1NC(=O)c1ccc(S(=O)(=O)N2CCOCC2)cc1,1,i,/,i,0,1,i,i,i,-4,i
CCO[C@@H]1OC(C(=O)NCc2ccccc2)=C[C@H](c2coc3ccccc3c2=O)[C@H]1CCCO,-3,i,i,i,3,-1,i,i,i,-14,i
O=C(O)c1cccnc1Cl,1,i,i,i,-3,11,i,i,i,-5,i
